# Screens from PubChem BioAssay.
# hDAT+cocaine – changed hDAT dopamine uptake under cocaine IC80, either direction, primary screen, cocaine antagonist project, cell-based, LLC-PK1 hDAT, [14C]-dopamine uptake, MLSMR; LLC-PK1 hDAT cells, [14C]-dopamine uptake with cocaine IC80; actives deviate in either direction; Sodium-dependent dopamine transporter (Homo sapiens), Q01959; B-score at 10 µM; 110,000 compounds, 1.3% hits;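 active means Z score or B-score, a plate-position-corrected score, falls beyond the plate's 99.7% confidence bounds, in either direction; inactive means both scores lie inside the 99.7% bounds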;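 further: scored against the spread of the other compound wells on the same plate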
# TNFa cytotox – cytotoxicity in TNFa-stimulated HUVEC, primary screen, cytotoxicity control for VCAM1 expression modulator project, imaging, Hoechst nuclei count. HUVEC TNFalpha-stimulated, Hoechst cell count. cell count reduction, % at 2 µM. 93,000 compounds, 0.17% hits. AID 848, 2007;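 active means cell count reduction exceeding the screen mean by over 5 SD, scaled to untreated wells per plate, cut at about 78% in these data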;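 further: cells counted after 24 h of TNF alpha exposure following the 1 h pretreatment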
# HUVEC tox IL1B – cytotoxicity in IL-1B stimulated HUVEC, primary screen, cytotoxicity control for IL-1B NFkB translocation project, imaging, Hoechst nuclear count, IL-1B stimulus; HUVEC cell count loss; cell count reduction, % at 2 µM; 94,000 compounds, 0.41% hits;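 active means cell count reduction more than 3 SD above the screen-wide mean, cut at about 70% in these data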;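 further: normalized per plate to untreated control cells as the no-loss baseline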
# PTPN22 inh 2 – PTPN22 phosphatase inhibitors, primary screen, biochemical, DiFMUP fluorescence, 2 µM; Tyrosine-protein phosphatase non-receptor type 22 (Homo sapiens), Q9Y2R2; recombinant LYP catalytic domain; inhibition, % at 2 µM; 96,000 compounds, 0.21% hits; AID 640, 2007;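 active means inhibition at 2 µM at or above a set limit, the screen mean plus 3 SD, cut at about 24% in these data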;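 further: 0% = DMSO with enzyme and 100% = enzyme fully blocked by orthovanadate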
# Target sequence (Q9Y2R2 whole entry, looked up, the tested form may be a part): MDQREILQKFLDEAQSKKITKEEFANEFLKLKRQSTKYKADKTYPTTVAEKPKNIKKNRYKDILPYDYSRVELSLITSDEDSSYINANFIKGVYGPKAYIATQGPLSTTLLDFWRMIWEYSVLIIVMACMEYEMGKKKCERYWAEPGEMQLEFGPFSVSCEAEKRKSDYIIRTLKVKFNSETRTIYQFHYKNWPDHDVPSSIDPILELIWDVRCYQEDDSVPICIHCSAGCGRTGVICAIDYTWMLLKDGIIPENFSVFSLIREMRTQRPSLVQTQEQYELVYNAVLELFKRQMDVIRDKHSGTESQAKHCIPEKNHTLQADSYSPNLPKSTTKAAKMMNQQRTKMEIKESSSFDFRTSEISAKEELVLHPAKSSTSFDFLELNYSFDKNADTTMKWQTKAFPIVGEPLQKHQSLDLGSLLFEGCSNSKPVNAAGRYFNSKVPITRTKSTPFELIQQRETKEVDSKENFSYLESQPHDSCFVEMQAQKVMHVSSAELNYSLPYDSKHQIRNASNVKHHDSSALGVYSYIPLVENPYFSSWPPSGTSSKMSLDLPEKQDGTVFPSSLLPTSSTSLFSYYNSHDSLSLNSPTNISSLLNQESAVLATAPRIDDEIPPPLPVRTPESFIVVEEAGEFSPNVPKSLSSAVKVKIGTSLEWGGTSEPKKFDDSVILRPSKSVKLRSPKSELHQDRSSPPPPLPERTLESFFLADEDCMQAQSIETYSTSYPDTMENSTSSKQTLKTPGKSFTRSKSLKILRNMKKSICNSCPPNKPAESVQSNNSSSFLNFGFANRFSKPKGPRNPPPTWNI
# MT1-MMP txn act – MT1-MMP promoter reporter activation – cell-based, luciferase luminescence, primary screen; HT1080 MT1-MMP promoter luciferase reporter, overnight; hits give high values; 86,000 compounds, 0.16% hits; AID 750, 2007; activation factor at 10 µM;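 active means activation factor of at least 2 for MT1-MMP transcription at 10 µM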
# Smad3 FoxH1 inh – Smad3/FoxH1 peptide binding inhibitors, primary screen, biochemical, TR-FRET. inhibition, % at 25 µM. TR-FRET Smad3/Dy647-FoxH1 peptide binding, europium anti-His. Mothers against decapentaplegic homolog 3 (Homo sapiens), P84022. 88,000 compounds, 0.29% hits. AID 630, 2007;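 active means compounds that reduce the energy-transfer binding signal between the protein and its labelled peptide by more than half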;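 further: 0% = Smad3 plus labelled peptide maximal FRET and 100% = peptide-only background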
# Candida biofilm – clotrimazole potentiators killing Candida biofilms, primary screen, with clotrimazole, Alamar Blue. C. albicans biofilm + clotrimazole. inhibition, % at 6 µM. 85,000 compounds, 0.14% hits. AID 834, 2007;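 active means inhibition above 20%; inactive means inhibition below 20%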;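 further: preformed 24 hr biofilms exposed to compound for 48 hr; 0% = biofilm without compound and 100% = blank killed by clotrimazole plus chlorhexidine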
# VCAM1 TNFa inh – inhibitors of TNFa-induced VCAM1 expression, primary screen, imaging, HUVEC, TNFa stimulus, immunofluorescence; HUVEC TNFa-induced VCAM-1 immunofluorescence, high-content imaging; inhibition, % at 2 µM; 95,000 compounds, 0.48% hits; AID 802, 2007;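 active means inhibition above the batch mean plus 3 SD, with images confirmed as a hit by eye, cut at about 37% in these data; inconclusive means inhibition above that limit but hit not confirmed in images; inactive means inhibition not above that limit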;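 further: 0% = TNF-stimulated DMSO wells and 100% = unstimulated control wells; not every result past the cut was called active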
# F-actin modifier – modifiers of F-actin cytoskeleton organization, primary screen, imaging, HUVEC, phalloidin staining, high-content imaging; AID 836, 2007; HUVEC TNFa F-actin phalloidin imaging; 91,000 compounds, 0.18% hits; inhibition, % at 2 µM;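 active means inhibition above the batch mean plus 3 SD and confirmed as a hit by visual image inspection, cut at about 30% in these data, passing the limit was not always enough; inconclusive means above the inhibition threshold but rejected on visual inspection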; further: strong numbers were not always called active
# * marks the source's active call; other numbers are inactive results; ? = inconclusive; · = not tested or not shown; [ ] = another dose, or the depositor's remark. A portion of the library; the hit share may differ from the screen's.
SMILES,hDAT+cocaine,TNFa cytotox,HUVEC tox IL1B,PTPN22 inh 2,MT1-MMP txn act,Smad3 FoxH1 inh,Candida biofilm,VCAM1 TNFa inh,F-actin modifier
Cc1c(C(=O)O)oc2ccc(S(=O)(=O)N3CCCCC3C(=O)O)cc12 (stereo unspecified),-1.1,2,-6,-3,1.1,2,12,0,-5
c1cncc(-c2nn3c(Cn4cnc5ccccc54)nnc3s2)c1,0.041,-3,-12,-5,1.1,6,2,0,-10
O=C(NC1CCCC1)C(c1ccncc1)N(Cc1cccs1)C(=O)c1csnn1 (stereo unspecified),-0.9,·,1,4,·,2,5,-18,4
CCc1ccc(OCC(=O)NC(=S)Nc2cccc(CO)c2)c(Br)c1,0.00091,-10,-23,-4,·,·,·,-11,-13
Cc1cc(C)nc(N2CCCC(C(=O)NCCc3cccc(F)c3)C2)n1 (stereo unspecified),-1.6,-22,-18,-6,1.1,9,-4,12,0
Oc1c(C(c2cccs2)N2CCN(c3ccccc3)CC2)ccc2cccnc12 (stereo unspecified),·,6,21,13,·,·,·,17,8
COc1cc2c(C(=O)NCCCN3CCN(c4cccc(Cl)c4)CC3)cn(C)c(=O)c2cc1OC,1.7,6,-26,1,·,-7,4,4,-2
CCOC(=O)Oc1ccc2oc(=O)cc(C)c2c1,0.059,·,·,·,1.2,7,2,·,·
CCc1c(C)nc(N)n2c(SCC(=O)Nc3ccccc3)nnc12,-1,-9,-24,15,1.9,2,7,8,-13
Cc1cccc(S(=O)(=O)Nc2nc3ccccc3nc2NCc2ccco2)c1,·,-18,-44,-7,1.1,3,4,3,-8
Cc1ccc2[nH]c(=O)c(CN(CC3CCCO3)S(=O)(=O)c3c(C)ccc4nsnc34)cc2c1 (stereo unspecified),-1.2,-19,-49,-2,1,5,6,1,-75
CN(C)c1nccc(N(Cc2ccccc2)Cc2ccccc2)c1C#N,0.022,-34,-19,16,1.4,7,1,3,19
CN(c1ccc(C(=O)Nc2nccs2)cc1)S(=O)(=O)c1ccccc1,-0.36,-15,-28,10,1.2,6,6,-8,2
O=C(CCCOc1ccccc1)NCc1ccco1,-0.51,-22,14,3,·,·,·,11,12
COC(=O)c1c(NC(=O)c2ccccc2)sc2c1CC(C)(C)OC2,1.2,-4,29,-8,1,-6,5,8,-7
CC(C)CC(=O)Nc1nnc(-c2ccco2)s1,1.1,-4,15,8,1.5,18,0,10,7
COc1cccc(C(=O)NCCN2CCOCC2)c1,-0.6,30,24,-1,1.1,-17,-3,16,-13
CCCCC(=O)OCc1cn(-c2ccc(Cl)cc2)nn1,0.16,-16,-31,0,·,·,·,-44,-3
Cc1ccc2[nH]c3c(c2c1)CN(C(=O)CN1CCSCC1)CC3,0.23,25,6,1,1,-3,-4,-1,-29
COc1cccc(CNC(=O)CCn2c(=O)oc3ccccc32)c1,-0.69,-7,-14,-7,1.3,11,4,26,13
O=C(CSCC(=O)N1CCCCC1)Nc1nc(-c2ccc(Cl)s2)cs1,0.78,-5,2,3,1.6,8,10,7,-3
Cc1n[nH]c(=O)nc1NC1CCCCC1,-0.84,·,-6,7,·,2,6,-14,-17
Cn1nc(OC(=O)Nc2cccc(Cl)c2)cc1C(F)(F)F,-0.084,-24,·,0,1.2,27,-2,-16,16
C=CCN1C(=O)C(O)(CC(=O)c2ccccc2)c2ccccc21 (stereo unspecified),-2,-22,5,3,1.1,2,13,-6,13
O=c1[nH]cnc2c1oc1ccccc12,2.1,9,32,-11,1.3,4,6,-1,7
CCOCCCNC(=O)C(NC(=O)c1ccc(=O)[nH]c1)c1ccccc1 (stereo unspecified),-0.15,19,38,-1,·,4,-3,-6,17
COc1ccc(C(O)c2nc3ccccc3s2)cc1 (stereo unspecified),-1.9*,-25,-31,1,1,6,10,-8,39
COc1ccc(OC)c(C2NC(=O)NC(C)=C2C(=O)Nc2ccc(C)cc2)c1 (stereo unspecified),1,·,·,·,1.2,-3,5,·,·
c1ccc(-c2csc(-n3cnnn3)n2)cc1,0.002,-34,-30,-13,1,-5,7,-8,-2
O=C1Nc2ccccc2Nc2ncccc21,·,-13,-26,1,·,·,·,3,20
Cc1nc2cc(-c3ccc(Cl)cc3)nn2c(C)c1CCC(=O)NCc1ccco1,-0.013,-25,3,6,·,-4,6,4,13
CCOC(=O)C1=C(CC)Nc2ccccc2N=C1NC(=O)c1ccc(S(=O)(=O)N(C)C)cc1,-0.026,-11,7,-1,1.2,-9,3,12,-8
O=C(Nc1c(C(=O)N2CCCCC2)cnn1-c1ccccc1)c1ccccc1,-0.94,16,-12,-2,1.1,4,7,-8,-4
COc1ccc(NC(=O)C2CCC(=O)N2S(=O)(=O)c2ccc(C)cc2)c(OC)c1 (stereo unspecified),1.8,-9,-38,-7,1.2,9,1,0,12
Cc1ccc(NC(=O)N(Cc2ccc3c(c2)OCO3)Cc2cc3cc4c(cc3[nH]c2=O)OCCO4)cc1,-0.5,-18,-27,7,1.1,-6,0,-2,3
Cc1noc(/C=C/c2ccco2)c1S(=O)(=O)N1CCC(C(=O)N2c3ccccc3CC2C)CC1 (stereo unspecified),·,-25,-17,4,1.1,8,3,-2,21
Nn1c(SCC(=O)N2CCc3ccccc3C2)nnc1-c1cccs1,1.4,-14,-8,2,1.1,10,6,14,8
CCCCCn1c(N2CCC(C(N)=O)CC2)nc2c1c(=O)[nH]c(=O)n2C,1.1,-11,10,-9,1,25[fluorescence artefact?],4,3,29
COc1ccc(NC(=O)CN(C)S(=O)(=O)c2ccc3c(c2)OCCO3)c2ncccc12,0.89,-15,27,6,1.1,4,3,14,7
CC1=C(C(=O)Nc2ccccc2)C(c2cccs2)C(C#N)=C(SCC#N)N1 (stereo unspecified),-0.68,1,-9,5,1.2,0,11,12,5
COc1ccc(-c2ccc(=O)n(CC(=O)Nc3cccc(O)c3)n2)cc1OC,0.34,·,29,3,1,-2,5,·,·
COc1ccc(Br)cc1S(=O)(=O)N1CCN=C1C,-0.63,-33,-13,3,1.1,-4,·,-80,13
O=C(C1CCCN(S(=O)(=O)c2cccnc2)C1)N1CCn2c1nc1ccccc12 (stereo unspecified),1.5,-9,-40,-3,1.3,-9,-10,0,7
CCOC(=O)N1CCN(C(=O)CS(=O)(=O)c2cn(Cc3ccccc3Cl)c3ccccc23)CC1,-1.7,-2,1,-2,·,4,6,-4,4
O=C(OCn1ncc(Cl)c(Cl)c1=O)c1cccc(C(F)(F)F)c1,-0.26,-5,-28,-1,·,·,·,24,-14
O=C(CSc1nc2[nH]ncc2c(=O)n1-c1ccccc1)c1ccc2c(c1)OCCO2,0.5,20,7,-5,1.2,-1,9,-8,-20
O=C(CCSc1nc(-c2ccco2)cc(C(F)(F)F)n1)NCc1ccccn1,1.2,-36,-15,5,1.3,9,7,4,12
COc1cccc(C(C(=O)NC(C)(C)C)N(C(=O)CCC(=O)Nc2cc(C)on2)C2CC2)c1OC (stereo unspecified),0.81,4,1,-2,0.8,-1,5,-4,-25
CCC1CCc2c(sc(NC(=O)CSc3nc(-c4ccco4)cc(C(F)(F)F)n3)c2C#N)C1 (stereo unspecified),0.11,-32,·,6,1.4,12,5,-6,1
COc1ccc(CCNC(=O)CN(C2CCCCC2)S(C)(=O)=O)cc1OC,-1.8,-9,-3,0,1.2,1,5,8,13
CCNc1nc(NC(C)CC)nc(Oc2ccc(=O)[nH]n2)n1 (stereo unspecified),-0.27,-8,7,1,1.3,12,5,-4,2
Cc1ccc(S(=O)(=O)N(C)CC(=O)Nc2nc3ccccc3s2)cc1,-2,-7,-8,-10,1.2,-6,3,1,-1
Cc1cccc(C(CC(=O)O)n2cccc2)c1 (stereo unspecified),0.03,-20,-9,-8,·,0,12,12,-9
COC(=O)c1ccccc1NC(=O)c1cccc(NC(=O)CSCc2ccccc2)c1C,0.26,-3,-41,-4,·,·,·,17,-1
CC(=O)Nc1cccc(N2CCCC2=O)c1,0.52,-17,6,-5,1.1,-12[fluorescence artefact?],-1,2,-17
COc1cccc2[nH]c3c(N4CC(C)CC(C)C4)ncnc3c12 (stereo unspecified),·,-14,-14,4,1.1,2,4,-3,12
Cc1occc1C(=O)N1CCN(S(C)(=O)=O)CC1,-0.62,2,-2,-7,1,·,·,32,5
COc1ccc(C2CCCN2C(=O)Nc2ccccc2)cc1OC (stereo unspecified),0.6,4,-5,-4,·,-5,6,-2,4
CCCn1c(C(O)c2ccc(OC)cc2)nc2ccccc21 (stereo unspecified),-0.67,-3,9,-16,1.1,-7,7,10,6
CCOC(=O)c1cc(C)n(S(=O)(=O)c2ccc(C)cc2)c1C,-1,-35,6,8,1.1,·,·,2,-33

# An excerpt from above, limited to PTPN22 inh 2, VCAM1 TNFa inh and HUVEC tox IL1B:
Structure,PTPN22 inh 2,VCAM1 TNFa inh,HUVEC tox IL1B
COc1cccc2[nH]c3c(N4CC(C)CC(C)C4)ncnc3c12 (stereo unspecified),4,-3,-14
Cc1occc1C(=O)N1CCN(S(C)(=O)=O)CC1,-7,32,-2

# More entries follow.
SMILES,hDAT+cocaine,TNFa cytotox,HUVEC tox IL1B,PTPN22 inh 2,MT1-MMP txn act,Smad3 FoxH1 inh,Candida biofilm,VCAM1 TNFa inh,F-actin modifier
O=C(CCN1CCCCC1)c1ccc2c(c1)OCCO2,4.8*,-37,-80,-15,0.9,0,3,9,-9
CCN(c1cccc(C)c1)S(=O)(=O)c1cnc[nH]1,1.1,-30,-14,1,1.1,-2,5,-12,·
COC(=O)COc1ccc(S(=O)(=O)Nc2ccc3c(c2)OCO3)cc1Cl,-0.47,-19,-5,-4,1.1,5,5,-5,15
O=c1c(Cl)nc2cc(Cl)ccc2n1CCNc1ncc(C(F)(F)F)cc1Cl,1.5,4,-7,17,·,·,·,-1,-16
CNC(=O)c1cc(Nc2nnc(C)c3ccccc23)ccc1OC,-0.28,-17,-1,-6,1.3,9,-3,16,-7
O=C(Cn1ncc2c(=O)oc3ccccc3c21)NCCC1=CCCCC1,-0.033,-13,-2,-8,1.2,15[fluorescence artefact?],6,?,?
COc1cccc(C(C#N)N2CCCCC2)c1O (stereo unspecified),-0.025,-12,-5,11,1.2,9,0,8,48*
CC1CCCCC1NC(=O)c1cc2c(s1)CS(=O)(=O)C2 (stereo unspecified),-0.084,·,·,·,1.1,-3,1,·,·
COC(=O)c1sc(=S)n(-c2cccc(Cl)c2)c1N,-1.1,-15,6,8,1,4,1,8,-3
CC(=O)c1cc2c(cc1NC(=O)CSc1nc3ccccc3o1)OCO2,-0.45,-1,1,6,·,12[fluorescence artefact?],1,1,10
CCOC(=O)C1=C(C)NC2=C(C(=O)c3ccccc32)C1c1cccnc1 (stereo unspecified),-1,16,-20,8,1.2,4[fluorescence artefact?],5,-8,-9
O=C(Nc1ccccc1)N(O)c1ccc(Cl)cc1,0.44,-9,-12,-6,1.9,3,7,39,-7
